Bioassay records (PubChem BioAssay)
CF NFkB inh: cystic fibrosis NF-kB activation inhibition | KKLEB NF-kB-GFP reporter, PAF-induced, GFP fluorescence overnight | 0.86% of 360,000 active | inhibition, % at 5 µM;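 active = at least 50% inhibition at 5 µM, scaled per plate between neutral and stimulator controls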;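 note: PAF is a Pseudomonas aeruginosa culture filtrate used as stimulus; plate controls were PAF-stimulated DMSO wells for no effect and unstimulated DMSO wells for full effect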
LRH-1 inv ag: NR5A2 inverse agonism in reporter assay; O00482; HEK293T StAR-luciferase reporter, LRH-1 transfected, 24 h; inhibition, % at 3.6 µM; 0.13% of 360,000 active; AID 602396;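 active = inhibition above the mean inhibition of all tested compounds plus 3 SD, cut at about 73% in these data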;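 note: 0% = DMSO wells and 100% = reporter-only cells lacking LRH-1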
SRC3 inh: inhibits human SRC3 coactivator; Q9Y6Q9; HEK293 GAL4-SRC3 luciferase reporter, luminescence; inhibition, % at 3.6 µM; 0.17% of 360,000 active; AID 588352;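 active = inhibition above a per-campaign cutoff, the mean of all compounds plus 3 SD, cut at about 60% in these data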;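 note: 0% = DMSO-treated cells and 100% = gossypol-treated cells at 36 µM; higher means less SRC3-driven luciferase light from the GAL4 reporter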
C8 TRAIL sens: caspase-8 TRAIL sensitization. 1% of 360,000 active. NB7+C8 cells + TRAIL, ATPlite viability luminescence. AID 624354. inhibition (viability loss, TRAIL sensitization), % at 10 µM;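 active = compounds causing at least 50% loss of cell viability in the single-dose screen, relative to plate controls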
NCOA2 inhibitor: human SRC2 (NCOA2) inhibition; HEK293 GAL4-SRC2 luciferase reporter, luminescence; 0.17% of 370,000 active; Q15596; inhibition, % at 9 µM; AID 651957;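 active = inhibition above the mean inhibition of all tested compounds plus 3 SD, set per campaign, cut at about 52% in these data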;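 note: 0% = DMSO treated cells and 100% = cells given Gossypol at 36 µM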
COUP-TFII inh: blocks human COUP-TFII nuclear receptor. P24468. inhibition, % at 8.6 µM. 0.7% of 370,000 active. AID 686940. HEK293T NGFI-A luciferase reporter, luminescence;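 active = inhibition above a per-plate cutoff, mean inhibition of test wells between control levels plus 3 SD, cut at about 38% in these data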;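 note: cells cotransfected with COUP-TFII expression vector driving the NGFI-A reporter; 0% = median of COUP-TF2 test wells and 100% = reporter-only cells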
NCOA1 inh: inhibitors of human steroid receptor coactivator 1 (SRC1). HEK293 GAL4-SRC1 luciferase reporter, luminescence. inhibition, % at 3.6 µM. 0.12% of 360,000 active. AID 588354;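 active = inhibition above the campaign mean plus 3 SD, with each screening campaign given its own cutoff, cut at about 60% in these data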;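 note: 0% = DMSO treated cells and 100% = gossypol at 36 µM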
Target sequence (Q15788 whole entry, looked up, the tested form may be a part): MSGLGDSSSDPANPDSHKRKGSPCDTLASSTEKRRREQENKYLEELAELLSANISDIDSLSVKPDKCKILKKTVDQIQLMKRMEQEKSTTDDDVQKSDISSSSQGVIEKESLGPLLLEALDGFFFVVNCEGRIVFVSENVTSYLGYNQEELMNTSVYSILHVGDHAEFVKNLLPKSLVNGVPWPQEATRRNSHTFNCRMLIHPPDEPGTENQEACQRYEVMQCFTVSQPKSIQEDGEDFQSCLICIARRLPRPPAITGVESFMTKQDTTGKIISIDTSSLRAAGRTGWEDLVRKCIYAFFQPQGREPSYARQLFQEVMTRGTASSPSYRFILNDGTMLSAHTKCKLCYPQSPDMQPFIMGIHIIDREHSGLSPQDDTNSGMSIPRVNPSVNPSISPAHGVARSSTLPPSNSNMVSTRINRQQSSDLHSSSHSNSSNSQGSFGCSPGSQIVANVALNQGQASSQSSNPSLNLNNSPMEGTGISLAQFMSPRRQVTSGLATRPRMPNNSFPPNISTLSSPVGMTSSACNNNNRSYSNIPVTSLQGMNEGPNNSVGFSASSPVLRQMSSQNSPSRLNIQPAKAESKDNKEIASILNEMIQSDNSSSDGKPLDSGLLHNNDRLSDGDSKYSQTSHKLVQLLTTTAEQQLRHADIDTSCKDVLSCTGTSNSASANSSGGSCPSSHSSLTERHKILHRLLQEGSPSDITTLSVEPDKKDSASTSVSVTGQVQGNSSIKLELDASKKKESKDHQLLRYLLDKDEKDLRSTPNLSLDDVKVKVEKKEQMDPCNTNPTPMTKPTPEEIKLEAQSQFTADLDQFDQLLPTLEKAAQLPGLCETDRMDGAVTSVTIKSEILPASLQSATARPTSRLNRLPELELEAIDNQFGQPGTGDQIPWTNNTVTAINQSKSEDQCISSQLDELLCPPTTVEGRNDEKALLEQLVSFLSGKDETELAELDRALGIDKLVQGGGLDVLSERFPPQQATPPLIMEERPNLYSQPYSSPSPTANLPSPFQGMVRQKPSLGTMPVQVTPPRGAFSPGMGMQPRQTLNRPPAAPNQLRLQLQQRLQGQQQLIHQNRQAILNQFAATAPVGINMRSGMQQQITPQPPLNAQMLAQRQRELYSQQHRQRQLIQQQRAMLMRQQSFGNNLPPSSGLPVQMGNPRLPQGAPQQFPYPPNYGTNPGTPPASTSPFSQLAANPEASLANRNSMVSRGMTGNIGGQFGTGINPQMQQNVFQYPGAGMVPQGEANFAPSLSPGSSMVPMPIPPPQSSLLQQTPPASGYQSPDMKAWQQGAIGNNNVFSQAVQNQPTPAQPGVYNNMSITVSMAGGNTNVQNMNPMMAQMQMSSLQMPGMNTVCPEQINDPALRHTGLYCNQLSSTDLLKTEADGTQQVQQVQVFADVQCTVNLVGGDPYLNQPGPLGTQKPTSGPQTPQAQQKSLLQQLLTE
TWEAK-Fn14 inh: blocks TWEAK-Fn14 interaction in a reporter cell assay; TWEAK-stimulated Fn14 reporter cells, luciferase luminescence, 8 h; inhibition, % at 10 µM; 2% of 360,000 active; in the data active = inhibition above about 50%
EBV LMP1 NFkB: Epstein-Barr LMP1 NF-kappaB reporter inhibition | LMP1-induced NF-kappaB luciferase reporter cells, luminescence | inhibition, % at 12.5 µM | 0.69% of 350,000 active | AID 504558; in the data active = inhibition above about 41%;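 note: 0% = neutral control wells and 100% = reference inhibitor control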
KKLEB tox: counter-screen for CF NF-kB inhibitors: cytotoxicity; activity change (cytotoxicity), % at 5 µM; KKLEB CF airway cells viability, ATPlite luminescence, overnight; stronger effect = lower value; cells stimulated with P. aeruginosa culture filtrate; 0.36% of 360,000 active;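 active = corrected activity change at or below -50% at 5 µM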
TROY signal inh: inhibitors of TROY-dependent NF-kB signaling. Q293 LMP1-TROYcd NF-kB luciferase reporter, 4 h. 0.98% of 360,000 active. AID 1347056. inhibition, % at 10 µM;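 active = compounds whose plate-normalised and pattern-corrected inhibition of the luciferase reporter signal at the single screening dose is 50% or more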
Active calls of the source: *; . = no result given.

SMILES	CF NFkB inh	LRH-1 inv ag	SRC3 inh	C8 TRAIL sens	NCOA2 inhibitor	COUP-TFII inh	NCOA1 inh	TWEAK-Fn14 inh	EBV LMP1 NFkB	KKLEB tox	TROY signal inh
CCN(CC)CCOc1c(Br)ccc2c1sc1nc3n(c(=O)c12)CCC3	-18	-10	34	-7	-43	-7	-6	-30	-28	12	-35
COc1ccc(C(NC(=O)C2CCCCC2)c2c(O)ccc3ccccc23)cc1 (configuration not stated)	33	6	1	4	-4	-2	-22	39	-11	-16	30
O=c1oc2ccc3ccccc3c2cc1-c1nc2ccccc2o1	-140	-2	6	-28	-28	4	7	-56	-1	-15	-45
CCN(c1ccccc1)S(=O)(=O)c1ccc(C(=O)N(CCCN(C)C)c2nc3c(C)cccc3s2)cc1	27	-3	-3	20	33	6	-3	10	7	-8	1
O=S(=O)(c1ccc(F)cc1)c1nc(-c2ccco2)oc1Nc1ccccc1	20	-44	-28	-1	-35	-6	-33	-6	-8	-14	-71
COc1ccc(N2CCN(C(=O)c3ccc(S(=O)(=O)N4CCCCCC4)cc3)CC2)cc1	-6	-10	5	8	-8	7	8	-1	-6	-1	-17
O=C(c1cccc([N+](=O)[O-])c1)c1ccc2c(c1)C(=O)NC2=O	-24	-2	-3	-2	0	14	-24	-15	-6	6	1
CC(C)(C)OC(=O)NC(CCCCNC=O)C(=O)O (configuration not stated)	2	-1	-19	-33	1	-9	-10	0	-3	3	1
C=CCn1c(O)c2ccc(C(=O)N=NC(=O)c3ccc(F)cc3)cc2c1O	-11	-8	-14	-17	-23	-2	13	-11	-1	19	-31
O=C(CCC1CCCN(C(=O)c2ccc3cc[nH]c3c2)C1)N1CCN(c2ccccn2)CC1 (configuration not stated)	-7	6	8	2	-1	6	-25	23	7	0	17
CCOc1ccc(S(=O)(=O)N2CCN(C(=O)c3cccnc3)CC2)cc1	-7	10	4	4	7	0	6	30	1	13	-3
Cc1ccc2c(c1)cc(CN(C(=O)N1CCOCC1)C1CCCC1)c1nnnn12	9	12	16	-1	-23	18	7	-2	-2	-10	-4
Cc1nc(SCC(=O)N2CCOCC2)c2c(C)c(C)sc2n1	-3	8	-4	-13	4	3	13	1	-8	0	-40
O=C(Cc1c(F)cccc1Cl)N1CCN(S(=O)(=O)c2cccs2)CC1	20	4	6	13	-7	10	-2	4	4	13	-9
COc1ccc(OC)c(S(=O)(=O)Nc2ccccc2C(F)(F)F)c1	16	12	-1	6	1	0	-2	-5	1	-8	-10
CCCSc1ccc([C@H]2N[C@@](C)(C(=O)OC)[C@H]3C(=O)N(C)C(=O)[C@@H]23)cc1OC	2	20	-16	-6	-11	7	-3	4	-4	-3	-4
N#Cc1c(-c2ccc3c(c2)OCO3)csc1N	29	-13	-18	-20	-41	-13	-21	10	-3	1	-12
Cc1ccc(O)c(NC(=O)C2=CC(c3ccco3)=NS(=O)(=O)N2C)c1	7	-8	7	-7	1	2	7	7	-2	-19	-18
O=C1NC(=S)S/C1=C\c1coc2ccc(O)cc2c1=O	2	-5	-3	-2	-21	-7	4	-354	-1	-12	-216
CCc1cccc(CC)c1NC(=O)COC(=O)c1cccc(S(=O)(=O)N2CCc3ccccc3C2)c1	-1	8	10	-9	-5	9	2	-1	8	3	-4

As a short view, part of the list above.
SMILES	CF NFkB inh	LRH-1 inv ag	SRC3 inh	C8 TRAIL sens	NCOA2 inhibitor	COUP-TFII inh	NCOA1 inh	TWEAK-Fn14 inh	EBV LMP1 NFkB	KKLEB tox	TROY signal inh
CCN(CC)CCOc1c(Br)ccc2c1sc1nc3n(c(=O)c12)CCC3	-18	-10	34	-7	-43	-7	-6	-30	-28	12	-35
COc1ccc(C(NC(=O)C2CCCCC2)c2c(O)ccc3ccccc23)cc1 (configuration not stated)	33	6	1	4	-4	-2	-22	39	-11	-16	30

Additional compounds
SMILES	CF NFkB inh	LRH-1 inv ag	SRC3 inh	C8 TRAIL sens	NCOA2 inhibitor	COUP-TFII inh	NCOA1 inh	TWEAK-Fn14 inh	EBV LMP1 NFkB	KKLEB tox	TROY signal inh
CC(Oc1ccc2c3c(c(=O)oc2c1)CCCC3)C(=O)NCc1cccnc1 (configuration not stated)	11	9	13	9	15	1	6	-23	10	-11	-10
COc1ccc(-c2csc(NC(=O)CSc3nnc(Nc4ccccc4C)s3)n2)cc1	-10	-12	-3	3	-10	-3	-20	-8	-59	-3	-36
Cc1ccc(S(=O)(=O)N(C)CC(=O)OCC(=O)NC(=O)NC(C)C)cc1	-7	-10	7	-7	5	0	-24	3	-3	-4	4
COC(=O)c1cc(=O)[nH]c(SCc2cccc(C)c2)n1	-8	-2	-6	-7	1	-7	-23	-14	8	9	-10
Cc1ccc(Cl)c(NC(=O)CN2C(=O)C(C)N(c3ccc(F)cc3)C2=O)c1Cl (configuration not stated)	-41	-4	0	-8	-6	-10	5	-26	3	19	5
CCOc1ccc(S(=O)(=O)Nc2ccc(F)cc2)c(C)c1C	-3	22	16	-6	-4	10	3	17	2	6	21
OCC[C@@H]1C[C@H](O)[C@@H](O)[C@]2(CCCO2)O1	-18	14	-1	-4	1	0	-12	-2	1	-45	-9
O=c1ccc2ccc(O[C@@H]3O[C@H](CO[C@@H]4OC[C@](O)(CO)[C@H]4O)[C@@H](O)[C@H](O)[C@H]3O)cc2o1	17	-1	-6	-13	-7	-4	0	-5	-4	-9	3
CCC1CCCCN1CCNC(=O)c1[nH]c(C)c(C(C)=O)c1C (configuration not stated)	-3	-12	7	11	4	-3	4	-14	2	2	11
Cc1cccc(NC(=O)c2cc(S(=O)(=O)N(C)c3ccc(F)cc3)ccc2Cl)n1	3	-5	12	-8	29	20	25	8	-1	-1	0
CCOC(=O)N(C)C[C@@H]1OCc2cnnn2CCCC(=O)N([C@H](C)CO)C[C@@H]1C	13	8	11	13	-10	-10	-5	-12	0	-21	-8
COc1ccc(NC(=O)CSc2nc(=O)n(CCN3CCOCC3)c3c2CCC3)c(OC)c1	-5	21	7	-8	-8	3	-6	16	-5	12	-13
COC(=O)c1ccc2c(=O)n(CCN3CCOCC3)c(=S)[nH]c2c1	1	-3	-5	-14	-34	6	14	1	0	3	2
CCOc1ccccc1C(=O)N/N=C/c1c[nH]c2ccccc12	6	-7	-2	-10	2	3	-15	-18	4	-4	8
O=C(NCc1cccnc1)C(=O)NCC(c1ccco1)N1CCN(c2ccccc2F)CC1 (configuration not stated)	-13	-19	26	-11	19	-10	-8	27	7	-1	-2
O=C(Oc1cccc2cccnc12)c1ccc2c(c1)OCCO2	-25	5	1	16	-7	-9	-4	6	12	-5	-17
Cc1onc(-c2c(F)cccc2Cl)c1C(=O)N1CCc2ccccc21	-2	7	10	-3	.	.	-3	10	2	6	-25
CCOc1ccc2c(c1)c(=O)c(S(=O)(=O)c1ccc(C)cc1)cn2CC	6	-18	11	12	-3	-13	-11	0	3	2	1
COc1cc2cc(CCCOC(=O)c3ccco3)oc(=O)c2cc1OC	10	-19	13	-11	-6	3	-4	12	7	-4	1
O=C(COc1ccccc1)NCCSCc1ccccc1Cl	2	-9	-24	-2	-6	-3	-34	-22	-25	1	-44
CCn1c(SCC(=O)NCC2CCCO2)nc2cc(S(=O)(=O)N3CCCCC3)ccc21 (configuration not stated)	-13	2	-7	3	-27	-8	-18	3	4	2	-8
COc1cc(NS(=O)(=O)c2ccc(NC(=O)CCC(=O)O)cc2)nc(OC)n1	11	3	12	-10	-25	-8	4	14	-3	-5	3
O=[N+]([O-])c1ccc(S(=O)(=O)c2cccc(C(F)(F)F)c2)nc1	89*	-21	29	13	.	.	-36	-3	76*	-39	62*
O=C(CNc1cccc2ccccc12)N/N=C/c1ccc(OC(=O)/C=C/c2ccco2)cc1	10	4	5	9	4	4	-6	5	3	-20	9
CC(=O)N(/N=C1\Sc2ccccc2C1=O)c1ccccc1	1	-136	-72	6	-114	-50	-103	28	-39	-4	-6
CCOC(=O)Cc1csc(NC(=O)Nc2ccccc2)n1	-5	-62	-1	8	-7	-3	-27	1	-16	12	-47
CCc1nc2ccc(C(=O)NCCNC(C)=O)cn2c1N(CC)CCOC	-4	-2	1	-3	-2	17	-4	-4	.	0	6
CCC(=O)N1CCc2cc(S(=O)(=O)NCCN3CCC(C)CC3)ccc21	10	-9	-16	-7	-7	2	9	-23	8	-4	8
Cc1ccc(OCC(O)CN2CCc3ccccc3C2)c(C)c1 (configuration not stated)	3	-20	-8	3	13	3	2	1	-2	-4	3
O=C(Nc1ncc(Cc2ccc(SC(F)F)cc2)s1)c1ccc(OC(F)F)cc1	24	8	9	10	32	-54	15	14	33	-19	16
CC1=CCC(C(=O)O)C(C(=O)NC2CCCCC2)C1 (configuration not stated)	-5	-6	1	26	2	-15	3	38	-5	4	6
CCCCNC(=O)CN1C(=O)NC2(CCOc3ccccc32)C1=O (configuration not stated)	-8	-16	-2	-11	-1	-23	5	7	-2	11	1
CCc1cccc(NC(=O)C2CCCN(S(=O)(=O)c3ccc4[nH]c(=O)ccc4c3)C2)c1 (configuration not stated)	-13	3	0	9	10	-13	-5	4	-8	2	-3
COc1ccc2c(c1)O/C(=C\c1ccccc1C)C2=O	-29	-27	-24	3	-12	-31	-29	-28	-17	17	-41
C=C1CCN([C@@H](C)C(=O)NCc2ccc(Cl)cc2)S(=O)(=O)c2ccccc21	-18	2	11	-1	12	12	0	14	-5	-4	9
Cc1nn(Cc2ccc(C(=O)N/N=C/c3ccncc3)o2)c(C)c1Cl	-34	3	-19	-5	-2	-9	-4	-15	0	10	17
Cc1ccccc1OCC(=O)Nc1cc(Cl)ccc1Oc1ccccc1	-18	13	1	10	-22	4	-16	-13	5	6	1
Cc1oc(S(=O)(=O)N(C)C)cc1C(=O)Nc1ccc(Cl)cc1	6	3	33	-12	6	-5	4	0	13	0	6
O=C(NCC(c1cccs1)N1CCOCC1)c1cc(Cl)ccc1[N+](=O)[O-] (configuration not stated)	22	-30	1	1	10	-5	-1	7	-1	1	16
COc1ccc(C(=O)NNC(=O)c2ccc(F)c(S(=O)(=O)N3CCOCC3)c2)cc1	7	-31	-8	-1	-24	18	-9	-4	2	-18	2
Nc1nncn1C(=O)c1ccc(Cl)cc1Cl	11	-18	17	4	-24	-4	-35	48	9	2	10
O=[N+]([O-])c1cc(-c2ccc(/C=N/n3cnnc3)o2)ccc1Cl	-38	11	-2	-20	2	-13	8	-6	7	-2	5
CC1CN(C(=S)Nc2ccc(Br)cc2)CC(C)O1 (configuration not stated)	16	-15	-16	-8	11	2	-6	1	6	2	18
COc1cc(OC)c(OC)cc1CN1CCCC(C(=O)c2sccc2C)C1 (configuration not stated)	-11	4	18	17	16	3	16	-20	7	10	7
O=C(NCC1CCCN1S(=O)(=O)c1cccs1)c1c(F)cccc1F (configuration not stated)	5	-12	-9	2	10	-12	-12	2	4	13	-10
COc1ccc(C(CC(=O)Nc2ccccc2OC)n2cccc2)cc1 (configuration not stated)	24	7	8	3	-6	-5	7	22	2	-8	-21
COc1cccc2sc(N(CCCN(C)C)C(=O)C(c3ccccc3)c3ccccc3)nc12	18	-10	-3	32	-6	-26	3	-22	-18	-2	9
CC1=C(C(N)=O)C(c2ccc(Br)cc2)n2ncnc2N1 (configuration not stated)	4	-11	11	1	8	-5	7	-5	1	-30	-8
O=C(CCNC(=O)C1CCN(S(=O)(=O)c2ccccc2)CC1)NCc1ccccn1	-1	9	4	-4	-5	-1	-10	-3	-3	18	2
